# Source: PubChem BioAssay (NCI)
# NCI-60 one-dose screen, 48 h, at 10 µM unless noted. Numbers give growth in % (100 = growth as untreated, 0 = no growth, -100 = all killed).
# OVCAR-3: OVCAR-3 ovarian cancer; AID 1794787; actives 7% (n = 79,000)
# OVCAR-4: OVCAR-4 ovarian cancer cells. actives 3.7% (n = 80,000)
# NCI/ADR-RES: NCI/ADR-RES ovarian cells | AID 1794790 | actives 4.4% (n = 81,000)
# OVCAR-5: OVCAR-5 ovarian cancer | AID 1794783 | actives 2.9% (n = 82,000)
# NCI-H522: NCI-H522 lung cancer; actives 8% (n = 78,000); AID 1794739
# IGROV1: IGROV1 ovarian cancer | actives 4.7% (n = 79,000) | AID 1794786
# SK-OV-3: SK-OV-3 ovarian cancer cells. actives 3.2% (n = 80,000). AID 1794785
# OVCAR-8: OVCAR-8 ovarian cancer; actives 4.4% (n = 81,000); AID 1794782
# NCI-H23: NCI-H23 lung cancer; AID 1794731; actives 4% (n = 80,000)
# An asterisk follows results filed as active; . = no result given; & = joins results of further samples. The calls were made as follows: active = growth percent below 10; inactive = the rest. Rows are unselected; any-hit rate near 11%.
SMILES,OVCAR-3,OVCAR-4,NCI/ADR-RES,OVCAR-5,NCI-H522,IGROV1,SK-OV-3,OVCAR-8,NCI-H23
Cc1ccc(Nc2[nH]c(=O)[nH]c(=O)c2N=O)cc1,104,91,105,111,89,92,108,109,105
COc1ccc(OC)c(C(=O)C[n+]2ccccc2)c1,103,97,110,106,.,92,95,103,109
CCCCCCCCn1ccc2cc(NC(=O)CN3CCN(c4nc(C)cc(N5CCOCC5)n4)CC3)ccc21,101,77,84,93,67,80,80,83,83
CC/C(=C(/c1ccc(Cl)cc1)c1ccc(OCCN2CCOCC2)cc1)c1ccccc1,96,100,103,100,89,108,116,92,87
COc1cc(CCn2nnc3c(Nc4ccc(N5CCN(C)CC5)cc4)ncnc32)cc(OC)c1,106,95,99,103,103,107,102,101,104
Cc1nc(Nc2nc3ccccc3o2)nc(-c2cccc([N+](=O)[O-])c2)c1C(=O)Nc1ccc(F)c(Cl)c1,6.9*,16,3.9*,33,-20*,40,10,6.5*,0.3*
Cc1ccc(S(=O)(=O)/C(=C\c2ccc(Cl)cc2)C(=O)c2ccc3ccccc3c2)cc1,110,102,112,106,101,95,103,106,114
Cn1cc(/C=c2\sc3nc4ccccc4n3c2=O)c2ccccc21,103,34,66,95,57,65,98,67,.
CC(=O)Oc1ccccc1C(=O)Nc1ccc(C(=O)/C=C/c2ccc(O)cc2)cc1,119,102,103,116,94,113,112,119,102
COc1ccc(/C=C2\CCCC3=C2N=C2SC(C)=NN2C3c2ccc(OC)cc2)cc1 (centres undefined),109,99,103,103,91,110,99,100,99
CC1=NN(c2ccccc2)C(=O)/C1=C\c1cc(=O)oc2ccc(C)cc12,100,85,99,123,88,85,98,103,87
O=C(Nc1ncccc1OCc1cn(Cc2ccc(F)cc2)nn1)c1ccccc1,103,109,102,93,98,99,109,107,106
c1ccc2c(c1)Sc1cnccc1N2CC1CO1 (centres undefined),91,105,102,96,91,.,101,98,99
Cc1nn(-c2cc(NC3CCC(O)CC3)c3c(=O)[nH]c(CCC(F)(F)F)cc3c2)c2c1C(=O)CC(C)(C)C2 (centres undefined),70,67,72,85,50,55,36,52,20
CCN1CCN(c2nc(C)cc(N(CCCNc3ccnc4cc(Cl)ccc34)Cc3ccco3)n2)CC1,53,60,56,80,72,51,97,58,62
CC1(COC2Nc3ccc([N+](=O)[O-])cc3OC2(C)CO)C=Nc2ccc([N+](=O)[O-])cc2O1 (centres undefined),108,91,99,99,77,96,91,94,97
COC(=O)c1nc(N)nc(C(=O)OC)c1C(=O)c1ccccn1,116,107,106,110,98,111,113,103,104
C/C(=N\N1C(=O)c2ccccc2NC1c1ccccc1[N+](=O)[O-])c1c(O)cc(C)oc1=O (centres undefined),102,121,103,109,94,103,92,97,95
CN1CCN(C(=S)SCC(=O)Nc2nc3ccccc3s2)CC1,102,88,98,104,92,90,99,99,94
CC[C@@H]1OC(=O)[C@H](C)[C@@H](O[C@H]2C[C@@](C)(OC)[C@@H](O)[C@H](C)O2)[C@H](C)[C@@H](O[C@@H]2O[C@H](C)C[C@H](N(C)C)[C@H]2O)[C@](C)(O)C[C@@H](C)[C@@H]2N[C@@H](COCCOC)O[C@H]([C@H]2C)[C@]1(C)O,124,106,101,105,99,108,109,102,94
CCCCOc1ccc(C(=O)OC(C)CNCCC)cc1N (centres undefined),102,111,88,108,94,.,92,106,94
COc1ccc(-c2cc(-c3ccc(F)cc3)c(C#N)c(=O)[nH]2)c(OC)c1,86,71,91,89,86,79,109,98,89
Cc1c(-c2ccccc2)n[nH]c1-c1[nH]nc(-c2ccccc2)c1C,104,104,101,92,96,102,104,104,91
N#Cc1nn(-c2cc(=O)[nH]c3ccc(Br)cc23)c(N)c1C#N,103,82,102,103,78,91,69,96,102

# Ten of the compounds above, with values under each structure:
# Values run as follows: OVCAR-3	OVCAR-4	NCI/ADR-RES	OVCAR-5	NCI-H522	IGROV1	SK-OV-3	OVCAR-8	NCI-H23
- c1ccc2c(c1)Sc1cnccc1N2CC1CO1 (centres undefined)
→ 91	105	102	96	91	.	101	98	99
- Cc1nn(-c2cc(NC3CCC(O)CC3)c3c(=O)[nH]c(CCC(F)(F)F)cc3c2)c2c1C(=O)CC(C)(C)C2 (centres undefined)
→ 70	67	72	85	50	55	36	52	20
- CCN1CCN(c2nc(C)cc(N(CCCNc3ccnc4cc(Cl)ccc34)Cc3ccco3)n2)CC1
→ 53	60	56	80	72	51	97	58	62
- CC1(COC2Nc3ccc([N+](=O)[O-])cc3OC2(C)CO)C=Nc2ccc([N+](=O)[O-])cc2O1 (centres undefined)
→ 108	91	99	99	77	96	91	94	97
- COC(=O)c1nc(N)nc(C(=O)OC)c1C(=O)c1ccccn1
→ 116	107	106	110	98	111	113	103	104
- C/C(=N\N1C(=O)c2ccccc2NC1c1ccccc1[N+](=O)[O-])c1c(O)cc(C)oc1=O (centres undefined)
→ 102	121	103	109	94	103	92	97	95
- CN1CCN(C(=S)SCC(=O)Nc2nc3ccccc3s2)CC1
→ 102	88	98	104	92	90	99	99	94
- CC[C@@H]1OC(=O)[C@H](C)[C@@H](O[C@H]2C[C@@](C)(OC)[C@@H](O)[C@H](C)O2)[C@H](C)[C@@H](O[C@@H]2O[C@H](C)C[C@H](N(C)C)[C@H]2O)[C@](C)(O)C[C@@H](C)[C@@H]2N[C@@H](COCCOC)O[C@H]([C@H]2C)[C@]1(C)O
→ 124	106	101	105	99	108	109	102	94
- CCCCOc1ccc(C(=O)OC(C)CNCCC)cc1N (centres undefined)
→ 102	111	88	108	94	.	92	106	94
- COc1ccc(-c2cc(-c3ccc(F)cc3)c(C#N)c(=O)[nH]2)c(OC)c1
→ 86	71	91	89	86	79	109	98	89

# (cont.)
SMILES,OVCAR-3,OVCAR-4,NCI/ADR-RES,OVCAR-5,NCI-H522,IGROV1,SK-OV-3,OVCAR-8,NCI-H23
NC(=O)Cc1nc(O)cs1,103,112,96,106,96,116,93,94,90
Cc1[nH]n(-c2ccccc2)c(=O)c1N=Nc1ccc(S(=O)(=O)N=C(N)N)cc1,79,66,106,102,73,88,116,87,.
COc1cc(C2C(C(=O)Nc3ccccn3)=C(C)NC(C)=C2C(=O)Nc2ccccn2)cc(CN2CCCCC2)c1O,107,105,109,103,80,108,100,113,104
CC(C)c1nn[nH]n1,111,109,111,108,106,112,108,103,107
C[C@@H]1CC2C3CCC4=CC(=O)C=C[C@]4(C)[C@@]3(F)[C@@H](O)C[C@]2(C)[C@H]1C(=O)CO (some centres undefined),118,95,80,85,137,100,77,85,96
COC(=O)c1c(C)[nH]c2c3c(c(OC(C)=O)cc12)[C@H]1C[C@@H]2[C@@]4(C)CCCC(C)(C(=O)O)[C@@H]4CC[C@@]32C=C1C(C)C (some centres undefined),86,87,77,106,103,75,.,75,92
COc1cc2c(cc1OCCCCCCN1CCN(CC(=O)Nc3ccc(Cl)cc3C(=O)c3ccccc3Cl)CC1)N=CC1CCCN1C2=O (centres undefined),-92*,-89*,-61*,-74*,-69*,-79*,-90*,-82*,-56*
COC(=O)c1ccc2c(c1)[n+](=O)c(C(N)=O)c(C)n2[O-],.,102,110,109,102,91,98,99,104
O=C(Nc1cc(C(F)(F)F)cc(C(F)(F)F)c1)Nc1ccccc1B(F)F,54,85,63,105,.,75,99,56,93
COc1ccc(C(=NNS(=O)(=O)c2ccc(C)cc2)c2ccc(Cl)cc2)cc1OC,.,92,89,82,84,79,89,91,89
O=C(O)/C=C(\Cc1ccccc1)C(=O)O,111,106,119,109,113,.,120,111,103
O=C(O)CCC(NC(=O)c1ccc([N+](=O)[O-])cc1)C(=O)O (centres undefined),114&108,108&101,104&113,105&90,93&101,107&106,100&101,102&106,98&108
CCCCCCCCCCCCCCCCCCCC/C=C/C1CC(=O)OC1=O (centres undefined),115,104,98,94,100,112,118,90,105
CCn1c(Sc2nnc(Nc3ccc(C)cc3)s2)nc2c1c(=O)n(C)c(=O)n2C,104,91,86,76,89,75,.,101,85
S=C(Nc1cccc2ccccc12)Nc1cccc2ccccc12,114&100,99,106&100,107&101,90&86,102&101,102&107,97&97,100&110
O=C(NCCNc1nccc(-c2c(-c3cccc(O)c3)nc3sccn23)n1)Nc1ccccc1,112,123,101,114,57,100,92,68,114
NC(=O)CC(NC(=O)c1ccccc1)C(=O)O (centres undefined),103,104,110,100,94,.,101,100,111
COc1cc(/C=C/c2ccnc3ccccc23)cc(OC)c1OC,16,55,-25*,51,27,59,30,43,27
CN1CCN(c2ccc3nc(-c4ccc(OCCCCN5CCN(CCCCN6C(=O)c7cccc8cccc(c78)C6=O)CC5)cc4)[nH]c3c2)CC1,76,81,70,116,65,59,89,23,85
COc1ccc(CCN=Cc2ccc(Cl)cc2)cc1OC,115,110,106,119,95,105,112,104,100
O=C1CCC23C=CC(O2)C2(Nc4ccccc4NC2=O)c2cc(Cl)ccc2N13 (centres undefined),98,100,93,101,83,92,110,100,99
CCOC(=O)C1=C(C(=O)c2ccccc2)C(c2cccc(OC)c2)NC(=S)N1 (centres undefined),111,110,111,99,97,101,121,104,114
CCCCCCCCCCCCNC(=S)SCCC(=O)O,94,103,100,133,83,.,106,88,98
C=CCn1c(SCC(=O)Nc2cccc(C(=O)/C=C/c3ccc(OC)c(OC)c3)c2)nc2ccccc2c1=O,.,88,92,96,84,91,108,89,93
O=C(CC(c1ccccc1)N1CCCCC1)c1ccccc1 (centres undefined),107,108,103,57,96,98,105,94,95
COc1cc(C2C3=C(COC3=O)N(CCO)c3cc4c(cc32)OCO4)cc(OC)c1O (centres undefined),-26*,48,73,72,-41*,36,32,43,.
CN1CC(=O)N2[C@H](c3ccc4c(c3)OCO4)c3[nH]c4ccccc4c3C[C@@H]2C1=O,110,108,99,112,92,104,102,94,102
CC(=O)NC1CCC(OC(=O)Nc2ccccc2)CC1 (centres undefined),120,111,89,112,.,115,100,107,103
CC(=O)c1ccc(NC(=O)Nc2ccc(S(=O)(=O)Nc3ccc(Cl)nn3)cc2)cc1,108,110,103,95,97,99,.,99,96
O=C(NCCCCO)c1cncnc1Nc1ccc2c(ccn2Cc2cccc(F)c2)c1,98,100,91,86,77,88,90,101,98
COc1ccc(/C=C\c2cc(OC)c(OC)c(OC)c2)cc1OCC(=O)Nc1ccc2ncsc2c1,94,85,34,103,44,89,97,47,70
Clc1ccc(CN2CCO[C@H](CSc3ccccc3)C2)cc1,104,96,100,106,92,94,108,103,109
O=C(CCc1nnc2sc(-c3ccccc3O)nn12)c1nc2ccccc2[nH]1,67,83,87,112,73,62,90,91,75
Nc1nnc(-c2cc(=O)oc3ccc4ccccc4c23)o1,111,85,101,104,97,92,97,99,97
CSc1ccc(CNc2ccc(N3CCOCC3)c(C(=O)O)c2)cc1,108,109,99,90,92,103,104,101,93
C=CCn1cc(/C=C2\C(=O)N(c3cccc(Cl)c3)N=C2C)c2ccccc21,117,83,92,86,104,99,95,89,76
CS(=O)(=O)c1nccc(-c2c(-c3ccc(OCCN4CCOCC4)cc3)nc3sccn23)n1,100,101,94,89,109,104,98,118,107
COc1ccc(Cn2nc3c(c2-c2ccccc2)-c2oncc2CC3)cc1,111,95,87,99,110,116,112,93,89
COc1cc(C2CC(c3ccccc3)=NN2C=O)ccc1Oc1nc2c(c(=O)n(C)c(=O)n2C)n1C (centres undefined),103,65,58,98,92,78,125,91,79
S=c1nc(-c2ccccc2)c(-c2ccccc2)n[nH]1,121,105,102,101,104,107,106,100,101
NC(=O)N1CCN(c2ccccc2)CC1,112,93,100,95,90,106,107,101,93
COC(=O)c1cccnc1Nc1ccc(N2C(=O)c3ccccc3C2=O)cc1,.,102,106,105,101,111,115,101,94
Brc1ccc(/C=C/c2n(Cc3ccc4ccccc4c3)c3ccccc3[n+]2Cc2ccc3ccccc3c2)cc1,-90*,-86*,79,-91*,-84*,-68*,-3.3*,-64*,-82*
O=C(CCCC(=O)Nc1ccc(NC(=O)Nc2ccc(Cl)c(C(F)(F)F)c2)cc1)NOCc1ccccc1,87,92,102,97,66,76,99,87,91
C=C1C(=O)O[C@H]2[C@H]1CC/C(Cn1cc(-c3cccc(Cl)c3)nn1)=C\CC[C@@]1(C)O[C@@H]21,-93*,-71*,11,-37*,-74*,-50*,81,-44*,-35*
CCCCCCCCCCC(C)Br (centres undefined),108,109,105,104,104,106,98,108,102
CC1(C)C2CC=C(CCO)C1C2 (centres undefined),107,125,108,114,96,108,96,101,101
C/C(=N/NC(N)=S)c1ccc(C)cc1,63,88,76,111,94,105,99,77,95
CC(=O)O[C@H]1[C@H](CC#CC#CC[C@@H]2C[C@]3(C)[C@H]4CC=C5[C@H]6[C@@H](C)[C@H](C)CC[C@]6(C(=O)NCCCCCCCCN)CC[C@@]5(C)[C@]4(C)CC[C@H]3C(C)(C)[C@H]2OC(C)=O)C[C@]2(C)[C@H]3CC=C4[C@H]5[C@@H](C)[C@H](C)CC[C@]5(C(=O)NCCCCCCCCN)CC[C@@]4(C)[C@]3(C)CC[C@H]2C1(C)C,100,114,98,108,106,99,108,108,99
CC(=O)Nc1c(C)cc(C)cc1[N+](=O)[O-],124,116,115,108,99,111,106,91,110
Cc1[nH]c(C2CC(c3cccs3)=NN2C)c(C)c1C(=O)O (centres undefined),110,109,101,100,97,85,109,98,98
COc1ccc(C(=O)CNc2ccc(-n3c(C)nc4c(cnn4-c4ccccc4)c3=O)cc2)cc1,121,88,97,94,86,99,110,93,87
O=c1c2ccccc2nc(SCc2n[nH]c(=S)n2-c2ccc(F)cc2)n1CCc1ccccc1,107,95,102,106,93,96,118,98,102
C/C(=N\Nc1ccc(S(N)(=O)=O)cc1)c1cnn(-c2cc(=O)[nH]c3ccc(Cl)cc23)c1C,77,76,94,88,55,85,76,94,83
